BioA inh – inhibitors of Mycobacterium tuberculosis BioA enzyme; AID 602481; purified M. tuberculosis BioA enzyme, plate reader; 360,000 tested, 0.096% active; inhibition, % at 9.99 µM; in the data active means inhibition above about 40%
3CLpro inhibitor – SARS-CoV 3CLpro protease inhibition. P0C6X7. 290,000 tested, 0.14% active. recombinant SARS-CoV 3CLpro, quenched FRET peptide cleavage. inhibition, % at 6 µM; in the data active means inhibition above about 12%
PriA SSB inh – inhibitors of Klebsiella pneumoniae PriA binding to SSB C-terminal tail. AlphaScreen SSBct-PriA binding, biotinylated peptide. inhibition, % at 33 µM. 430,000 tested, 0.6% active; in the data active means inhibition mostly above about 37%, no sharp cut-off; inactive means mostly below about 20%;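 further: plate controls were negative control peptide for no effect and reference peptide for full effect; strong numbers were not always called active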
Vc quorum ag – inducers of Vibrio cholerae quorum light production without autoinducers. V. cholerae BH1578 lux reporter, luminescence, 6 h. activation, % at 18.7 µM. 350,000 tested, 0.16% active. AID 588436; in the data active means activation mostly above about 9.7%, no sharp cut-off; further: not every result past the cut was called active; inactives centre near 0; reference of the scale not given here
MazEF act – MazEF (E. coli) toxin RNase activation; P0AE70; FAM/BHQ RNA-DNA oligo cleavage fluorescence, 5 h; activation, % at 20 µM; 350,000 tested, 0.32% active; AID 504720; in the data active means activation above about 50%
Target sequence (P0AE70 whole entry, looked up): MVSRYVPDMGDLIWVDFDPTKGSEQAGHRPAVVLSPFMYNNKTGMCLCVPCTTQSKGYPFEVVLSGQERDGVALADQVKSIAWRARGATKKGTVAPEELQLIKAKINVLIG
Rv3671c inh – inhibitors of M. tuberculosis serine protease Rv3671c; AID 2606; P9WHR9; 320,000 tested, 0.048% active; inhibition, % at 5.96 µM; in the data active means inhibition above about 38%;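 further: extracellular domain of Rv3671c used as enzyme; 0% = enzyme with DMSO and 100% = no enzyme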
GDH-TPI inh – inhibits GDH-TPI coupling enzymes, artifact for Mtb FBA screen. 360,000 tested, 1.2% active. GDH-TPI coupled enzyme counterscreen, NADH absorbance. inhibition, % at 4.8 µM; in the data active means inhibition above about 30%;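 further: 0% = DMSO wells and 100% = wells lacking the enzyme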
FBA Mtb inh – inhibitors of M. tuberculosis fructose-bisphosphate aldolase; P9WQA3; purified M. tuberculosis FBA, fluorescence read-out; inhibition, % at 1 µM; 360,000 tested, 2.3% active; AID 588726; in the data active means inhibition above about 27%;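 further: 0% = vehicle and 100% = reference inhibitor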
Target sequence (P9WQA3 whole entry, looked up): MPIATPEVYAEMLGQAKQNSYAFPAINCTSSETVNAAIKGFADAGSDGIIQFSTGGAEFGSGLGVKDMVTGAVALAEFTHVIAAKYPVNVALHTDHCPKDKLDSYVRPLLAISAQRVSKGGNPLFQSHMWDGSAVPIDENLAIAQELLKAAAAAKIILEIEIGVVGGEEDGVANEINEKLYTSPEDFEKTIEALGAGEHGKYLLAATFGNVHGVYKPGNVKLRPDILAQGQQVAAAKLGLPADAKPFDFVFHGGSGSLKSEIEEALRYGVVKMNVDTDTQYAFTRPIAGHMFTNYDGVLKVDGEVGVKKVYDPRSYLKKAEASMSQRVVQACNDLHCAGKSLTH
VHR inh abs – blocks human VHR1 dual specificity phosphatase; inhibition, % at 13.3 µM; 290,000 tested, 0.52% active; AID 1654; P51452; recombinant VHR phosphatase, pNPP absorbance; in the data active means inhibition above about 50%; further: some compounds called inactive have numbers as strong as hits
Target sequence (P51452 whole entry, looked up): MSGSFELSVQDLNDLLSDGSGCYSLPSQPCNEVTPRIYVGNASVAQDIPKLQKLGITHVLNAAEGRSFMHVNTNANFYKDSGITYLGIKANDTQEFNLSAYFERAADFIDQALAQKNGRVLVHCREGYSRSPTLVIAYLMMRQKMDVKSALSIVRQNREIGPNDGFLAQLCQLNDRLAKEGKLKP
UGM FP inh – inhibitors of M. tuberculosis UDP-galactopyranose mutase; P9WIQ1; purified UGM, fluorescence polarization probe displacement; inhibition, % at 10 µM; 320,000 tested, 0.06% active; in the data active means inhibition above about 10%, passing the limit was not always enough
Target sequence (P9WIQ1 whole entry, looked up): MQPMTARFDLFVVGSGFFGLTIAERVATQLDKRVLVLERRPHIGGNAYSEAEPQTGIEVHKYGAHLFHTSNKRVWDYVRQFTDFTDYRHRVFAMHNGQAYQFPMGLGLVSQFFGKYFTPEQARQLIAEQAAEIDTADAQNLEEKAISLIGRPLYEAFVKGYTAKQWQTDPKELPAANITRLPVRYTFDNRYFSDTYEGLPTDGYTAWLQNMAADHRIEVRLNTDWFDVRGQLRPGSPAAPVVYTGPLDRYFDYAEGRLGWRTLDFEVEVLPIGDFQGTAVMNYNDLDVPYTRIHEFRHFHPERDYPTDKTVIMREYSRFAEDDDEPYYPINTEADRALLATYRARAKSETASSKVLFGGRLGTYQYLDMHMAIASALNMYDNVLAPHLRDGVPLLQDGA
* = called active by the depositor; i = inactive; . = not tested or not shown. The list is partial; count on the stated rates, not on these rows.

SMILES	BioA inh	3CLpro inhibitor	PriA SSB inh	Vc quorum ag	MazEF act	Rv3671c inh	GDH-TPI inh	FBA Mtb inh	VHR inh abs	UGM FP inh
CCOC(=O)C1(C)CCCN1C(=O)c1ccc(OC)c(F)c1 (centres undefined)	-0.2	.	.	-0.4	.	.	-5	-3	.	.
COC(=O)N/N=C/c1ccc([N+](=O)[O-])o1	-1.1	-3	.	-0.3	-14	-1	4	4	45	3.3
CCOP(=O)(OCC)C(C)(C)NC(=O)C(Cl)(Cl)Cl	-4.7	3	-3	-2.9	2	-4	5	-1	1	-0.6
Cn1c(Cc2ccccc2)nnc1SCC(=O)NC1CCCC1	0.1	-3	-13	-0.6	7	-6	10	0	2	-0.9
COCCn1c(C)cc(C(=O)CSc2nc3ccccc3c(=O)n2Cc2ccco2)c1C	-1.7	-3	0	-0.6	-3	-9	11	5	0	-3.4
COC(=O)c1ccc(N2NC(=O)/C(=C/c3ccc(OC)c(OC)c3)C2=O)cc1	-0.8	0	1	-0.8	-4	-7	3	-2	24	0.6
NS(=O)(=O)c1ccc(N2CCN(C(=O)C3COc4ccccc4O3)CC2)nc1 (centres undefined)	.	.	-1	-0.6	3	.	5	6	.	.
CCOc1ccc(OCCOc2cccc(C(F)(F)F)c2)cc1	-1.6	2	-30	0.4	-1	-2	-4	2	31	2.2
CCC(=O)Oc1ccc(-c2cnc3ccccc3n2)cc1	-1.6	2	0	-0.5	3	3	13	1	3	3.7
CN(c1ccccc1)S(=O)(=O)c1cccc(C(=O)OCC(=O)Nc2ccc3[nH]c(=O)[nH]c3c2)c1	.	.	-7	-1.6	14	-9	-7	-1	.	-1.0
Cc1ccn(C(=O)c2cc3cc(Cl)ccc3oc2=O)n1	-1.1	0	-24	i	-4	-2	9	3	0	-3.3
CN1CCN(C(=O)c2ccc(COc3ccc(C(C)(C)C)cc3)o2)CC1	1.1	2	14	i	0	1	-11	-2	34	-3.0
CNC(=O)COC(=O)/C=C/c1c(C)nn(-c2ccccc2)c1C	.	0	5	-0.5	-4	0	16	1	8	0.2
COc1ccc(C2C(C(C)=O)=C(O)C(=O)N2C)c(OC)c1 (centres undefined)	0.4	0	-20	.	-4	-7	3	-8	-13	-0.5
CCOC(=O)c1cc2sc(C)cc2n1CC(=O)Nc1ccc2c(c1)OCCO2	-2.0	0	-13	i	0	-8	-5	2	-10	4.0
CCOC(=O)c1ccccc1NC(=O)COC(=O)CCNS(=O)(=O)c1cccs1	0.3	.	-5	i	2	.	3	0	.	.
Cc1cc(C(=O)CSc2nc3ccccc3n2C)c(C)n1C	.	-2	8	0.7	-4	-5	27	0	17	-0.7
CCC1NC(C(=O)O)Cc2c1[nH]c1ccccc21 (centres undefined)	0.9	.	-7	-0.8	-48	-8	11	47*	.	4.6
O=C(CSc1nc2c(cnn2-c2ccc(F)cc2)c(=O)[nH]1)Nc1nccs1	-1.5	-2	-4	-0.2	27	12	3	-2	-7	3.4
Cc1cc(C)n2nc(C(=O)N(C)c3c(N)n(Cc4ccccc4)c(=O)[nH]c3=O)nc2n1	-1.1	.	-22	i	-16	3	6	2	.	-0.9
Cc1ccc(CNC(=O)[C@H](Cc2ccccc2)NC(=O)c2ccco2)cc1	1.0	.	-4	i	3	7	4	-2	.	-4.8
O=C(COc1ccc(Cl)cc1)Nc1ccc(NC(=O)c2ccco2)cc1	.	-9	2	-0.2	-5	-4	-4	1	17	2.0
CC(C)COc1ncnc2c1sc1nc3c(cc12)COC(C)(C)C3	.	-1	.	.	.	5	.	.	10	-0.1
C/C(Cl)=C\COc1cc(C)nc2c(Br)cccc12	.	-2	-38	-0.1	-17	6	-2	-1	29	-3.4

Looked up one by one from the list above (5):
SMILES	BioA inh	3CLpro inhibitor	PriA SSB inh	Vc quorum ag	MazEF act	Rv3671c inh	GDH-TPI inh	FBA Mtb inh	VHR inh abs	UGM FP inh
CCOC(=O)c1ccccc1NC(=O)COC(=O)CCNS(=O)(=O)c1cccs1	0.3	.	-5	i	2	.	3	0	.	.
Cc1ccc(CNC(=O)[C@H](Cc2ccccc2)NC(=O)c2ccco2)cc1	1.0	.	-4	i	3	7	4	-2	.	-4.8
Cc1cc(C)n2nc(C(=O)N(C)c3c(N)n(Cc4ccccc4)c(=O)[nH]c3=O)nc2n1	-1.1	.	-22	i	-16	3	6	2	.	-0.9
CNC(=O)COC(=O)/C=C/c1c(C)nn(-c2ccccc2)c1C	.	0	5	-0.5	-4	0	16	1	8	0.2
COc1ccc(C2C(C(C)=O)=C(O)C(=O)N2C)c(OC)c1 (centres undefined)	0.4	0	-20	.	-4	-7	3	-8	-13	-0.5

Remaining list, next part.
SMILES	BioA inh	3CLpro inhibitor	PriA SSB inh	Vc quorum ag	MazEF act	Rv3671c inh	GDH-TPI inh	FBA Mtb inh	VHR inh abs	UGM FP inh
O=C(O)c1ccccc1C(=O)c1ccc(N2CCCC2)c([N+](=O)[O-])c1	.	7	-7	-0.7	4	-5	24	-5	13	-0.7
CCC1(C)Cc2ccccc2-c2[nH]c(=S)[nH]c(=O)c21 (centres undefined)	7.5	-1	2	i	5	1	-4	1	22	0.8
COc1ccccc1NC(=O)CCn1c(=S)oc2ccccc21	.	0	-15	-0.6	0	-3	2	-1	-29	-0.8
C#CCN(C[C@@H]1[C@@H](OC(=O)NCC2CCCCC2)[C@@H](OC(=O)NCC2CCCCC2)CN(C(=O)OC(C)C)N1C(=O)OC(C)C)S(=O)(=O)c1ccc(C)cc1	-0.6	.	.	-0.4	4	.	2	1	.	.
O=C(/C=C/c1ccc(F)cc1)Nc1cc(S(=O)(=O)N2CCOCC2)ccc1N1CCCC1	-0.4	1	2	-0.2	-8	4	1	4	-13	1.0
Cc1ccccc1OCC(=O)N1CCC2(CC1)CC(=O)c1ccccc1O2	.	.	-4	i	0	5	0	7	.	-1.2
COc1cc(NC(=O)c2ccccc2)c(OC)cc1NC(=O)CN1C(=O)NC2(CCCCC2C)C1=O (centres undefined)	-0.8	.	12	i	3	0	10	-2	.	-0.5
Cc1ccsc1C(=O)N[C@@H](C)c1nnc2ccccn12	-1.2	-1	-5	-5.8	2	4	3	52*	8	0.5
Cc1cc(C(=O)OCC(=O)Nc2c(Cl)cccc2C(F)(F)F)c(C)o1	-2.2	.	-7	9.3	2	-4	-8	0	.	1.9
Cc1ccc(C(=O)N2CCN(c3ccc(C(F)(F)F)cn3)CC2)o1	0.8	.	-7	-1.4	-6	-1	-2	2	.	-1.9
COc1ccc(C2=NOC(C(=O)Nc3cccnc3Cl)C2)cc1 (centres undefined)	0.0	1	-5	-0.3	5	-9	-7	-3	-3	0.6
COC(=O)c1ccc(CSc2nc3ccccc3c(=O)n2Cc2ccco2)o1	0.5	-3	5	i	-3	-9	9	0	-11	1.8

The last 2 compounds of the section before come first, to join the parts:
SMILES	BioA inh	3CLpro inhibitor	PriA SSB inh	Vc quorum ag	MazEF act	Rv3671c inh	GDH-TPI inh	FBA Mtb inh	VHR inh abs	UGM FP inh
COc1ccc(C2=NOC(C(=O)Nc3cccnc3Cl)C2)cc1 (centres undefined)	0.0	1	-5	-0.3	5	-9	-7	-3	-3	0.6
COC(=O)c1ccc(CSc2nc3ccccc3c(=O)n2Cc2ccco2)o1	0.5	-3	5	i	-3	-9	9	0	-11	1.8
O=S(=O)(NCc1ccccc1)c1ccc(F)cc1Br	-3.9	.	-15	i	7	-2	0	6	-1	-1.1
CCOC(=O)c1cnc(SC2CCc3ccccc3C2=O)nc1N (centres undefined)	.	-3	0	i	8	-19	7	-8	28	1.0
O=C1N(c2ccccc2)C[C@@H]2C[C@@H](c3cccs3)N3CCC[C@@]123	.	3	-4	i	-10	-6	1	-2	14	1.5
CCN(CC)c1ccc(NC(=O)COC(=O)c2cccs2)cc1	2.0	-2	-22	-12	-2	-8	-1	-1	14	1.6
Cc1cc(OCCOCCNC(C)C)cc(C)c1Cl	-1.2	-1	-6	-1.7	3	-4	6	0	2	-1.0
O=C(COC(=O)c1ccc(S(=O)(=O)Nc2ccccc2)cc1)NCc1ccco1	0.2	4	3	.	-2	-7	2	1	-4	3.5
O=C(NCc1ccccc1Cl)c1ccc(Cn2cc(C(F)(F)F)ccc2=O)cc1	-2.3	-2	-3	-1.7	5	-9	12	-1	35	-0.7
Cc1ccc(C2C3=C(NCCN=C3c3ccccc3)C(=O)N2c2ccccc2)cc1 (centres undefined)	7.7	-1	-8	i	15	-2	6	2	14	0.1
COc1ccc(C(C)C)cc1S(=O)(=O)N1CCC(C(=O)NCc2cccnc2)CC1	1.4	0	8	-0.3	-4	0	2	0	17	-3.0
CCn1c(NC(=O)C(C)C)c2ccccc2nc1=O	.	4	-2	-0.3	-5	-7	-8	5	19	2.5
Cc1cccc(C)c1NC(=O)c1ccc2c(c1)CCN2S(C)(=O)=O	-0.1	-1	-5	-0.3	1	3	-3	6	40	-1.1
O=C(Nc1ccc(Cl)c(S(=O)(=O)N2CCOCC2)c1)c1ccc(OCC2CCCO2)cc1 (centres undefined)	.	3	13	-0.2	0	-16	-3	-2	5	-0.1
O=C(NCc1ccccc1)c1cccc(COc2ccccc2Cl)c1	0.2	5	-42	-1.4	-1	-27	-3	-2	-4	-1.7
COc1ccccc1/C=N\Nc1cc(C)nc(-n2nc(C)cc2C)n1	.	2	.	-0.2	4	-3	25	4	10	-1.9
COc1cc(NC(=O)COc2ccccc2[N+](=O)[O-])ccc1NC(=O)c1ccco1	-1.7	-4	-10	-0.1	-24	7	2	-2	14	-1.5
CCCCn1c(SCC(=O)Nc2cc(C)on2)nc2cc(S(N)(=O)=O)ccc21	-1.3	.	-6	-1.9	2	-3	6	4	.	5.2
S=c1[nH]c(-c2ccccc2)cn1/N=C/c1ccncc1	0.8	-1	.	-0.4	-6	-12	4	35*	18	1.0
O=C(Cc1ccc(NS(=O)(=O)c2ccc(F)cc2)cc1)NCc1cccnc1	1.5	-1	-11	i	-12	-5	-1	1	26	-0.7
CCCn1c(=O)c(C(=O)NCc2ccc(OC)c(OC)c2)c(O)c2ccccc21	-1.5	3	-16	i	0	-5	0	3	-13	-0.5
Cc1cnc(N2C(=O)c3ccc([N+](=O)[O-])cc3C2=O)s1	.	-1	-14	-0.5	-1	1	1	1	14	-0.9
Cc1ccc2c(c1)N(CC(=O)NCC1CCCO1)C(=O)C(C(C)C)O2 (centres undefined)	-0.7	-4	-11	i	-25	9	3	3	18	0.4
Cc1ccc(NC(=O)Cn2c3ccc(F)cc3c3nc4n(c(=O)c32)CCS4)cc1F	0.3	0	-1	0.0	-12	-12	10	1	-2	-1.2
CC(C)CN(C(=O)CC(C)c1ccccc1)c1c(N)n(Cc2ccccc2)c(=O)[nH]c1=O (centres undefined)	.	.	1	i	-2	-11	3	1	.	2.8
COc1ccc(/C=N/NC(=O)c2cccc(NC(=O)c3ccccc3)c2)c(C(=O)O)c1OC	.	-3	.	-0.3	5	-4	13	-1	-8	1.5
COc1ccc(Cl)cc1-c1cc(C(=O)NCc2cccc(Cl)c2)[nH]n1	-0.5	.	.	i	.	.	4	-2	.	.
CCN(CC)S(=O)(=O)c1ccc(NCc2ccccc2)nc1	.	-3	-15	-0.4	6	1	-13	2	-5	-1.4
Cc1ccc(OCc2cc(C(=O)N3CCCC(C)C3)no2)cn1 (centres undefined)	0.6	.	.	0.5	2	.	9	-2	.	.
Cn1c(-c2ccccc2[N+](=O)[O-])[n+](C)c2ccccc21	.	2	-4	-0.6	4	2	-2	0	17	3.2
CCOc1ccc(S(=O)(=O)NC(C)C(=O)NCc2ccccn2)cc1 (centres undefined)	-1.5	-8	-9	-0.2	-11	-1	5	0	4	2.4
O=C(N[C@@H]1CCC(=O)N(CC[C@H](Sc2ccc(Br)cc2)c2ccccc2)CC1)OCc1ccccc1	0.7	.	-1	-0.9	-10	-12	13	3	.	3.8
C#CCOCCOCCOCCNc1nc(N2CCN(C(=O)CCCCCCCCCCNC(=O)Cn3cc(CCCCCN)nn3)CC2)nc(N2CCN(C(=O)CCCCCCCCCCNC(=O)[C@H](CO)n3cc(CCCCCN)nn3)CC2)n1	2.6	.	7	i	-46	-6	-5	0	.	0.1
Cc1cccc(N2CCN(C(=O)CCN3C(=S)NC(C)(C)CC3C)CC2)c1C (centres undefined)	.	2	15	-0.2	3	-3	-2	-3	26	-0.5
